# Screens: PubChem, several laboratories
# KCNK3 block = human KCNK3 channel inhibition, primary screen | AID 602410 | CHO-KCNK3 thallium flux, FluxOR fluorescence; active compounds read low | O14649 | B-score at 10 µM | 340,000 compounds, 0.84% hits;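 active means B-score under library mean minus 4 SD, starting fluorescence ratio at most library mean plus 5 SD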;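 further: more negative B-score means stronger inhibition of thallium flux through KCNK3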
# DYRK1A inh = Dyrk1A (rat) kinase inhibition. ADP-Glo luminescence, NFATc1 peptide. inhibition, % at 12.5 µM. 310,000 compounds, 0.43% hits. AID 504441; in the data active means inhibition above about 50%;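 further: plate controls were vehicle with enzyme for no effect and no enzyme for full effect; many of its hits are not listed in these tables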
# TRPC4 agonist = TRPC4 (mouse) channel activation; Q9QUQ5; 310,000 compounds, 0.49% hits; B-score at 10 µM; HEK293 TRPC4beta/mu-opioid, Fluo4 calcium fluorescence; active compounds read high;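 active means B-score above 5 SD of library B-scores, and initial fluorescence ratio not above library mean plus 5 SD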;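 further: positive B-score marks a calcium rise read as TRPC4 activation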
#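 System – HEK293 cells stably co-expressing mouse TRPC4beta and mu-opioid receptor · Signal – Fluo4 calcium-sensitive dye fluorescence, kinetic, 1 Hz baseline · Benchmarks – buffer (low) and maximal DAMGO (high) · Read-out – B score of integrated fluorescence ratio per well · Incubation – dye loading 45 min room temperature, 110 s kinetic read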
# TMEM16A inh = mouse TMEM16A channel inhibition, primary screen. HEK293 TMEM16A/YFP iodide influx fluorescence, ionomycin. normalized B-score (activity score, 25-100; higher = stronger inhibition) at 10 µM. 310,000 compounds, 1.2% hits;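 active means ratio plate-corrected score three or more library SD toward inhibition, starting fluorescence score within five deviations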;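 further: score derived from kinetic fluorescence span divided by baseline fluorescence per well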
# Target sequence (Q8BHY3 whole entry, looked up): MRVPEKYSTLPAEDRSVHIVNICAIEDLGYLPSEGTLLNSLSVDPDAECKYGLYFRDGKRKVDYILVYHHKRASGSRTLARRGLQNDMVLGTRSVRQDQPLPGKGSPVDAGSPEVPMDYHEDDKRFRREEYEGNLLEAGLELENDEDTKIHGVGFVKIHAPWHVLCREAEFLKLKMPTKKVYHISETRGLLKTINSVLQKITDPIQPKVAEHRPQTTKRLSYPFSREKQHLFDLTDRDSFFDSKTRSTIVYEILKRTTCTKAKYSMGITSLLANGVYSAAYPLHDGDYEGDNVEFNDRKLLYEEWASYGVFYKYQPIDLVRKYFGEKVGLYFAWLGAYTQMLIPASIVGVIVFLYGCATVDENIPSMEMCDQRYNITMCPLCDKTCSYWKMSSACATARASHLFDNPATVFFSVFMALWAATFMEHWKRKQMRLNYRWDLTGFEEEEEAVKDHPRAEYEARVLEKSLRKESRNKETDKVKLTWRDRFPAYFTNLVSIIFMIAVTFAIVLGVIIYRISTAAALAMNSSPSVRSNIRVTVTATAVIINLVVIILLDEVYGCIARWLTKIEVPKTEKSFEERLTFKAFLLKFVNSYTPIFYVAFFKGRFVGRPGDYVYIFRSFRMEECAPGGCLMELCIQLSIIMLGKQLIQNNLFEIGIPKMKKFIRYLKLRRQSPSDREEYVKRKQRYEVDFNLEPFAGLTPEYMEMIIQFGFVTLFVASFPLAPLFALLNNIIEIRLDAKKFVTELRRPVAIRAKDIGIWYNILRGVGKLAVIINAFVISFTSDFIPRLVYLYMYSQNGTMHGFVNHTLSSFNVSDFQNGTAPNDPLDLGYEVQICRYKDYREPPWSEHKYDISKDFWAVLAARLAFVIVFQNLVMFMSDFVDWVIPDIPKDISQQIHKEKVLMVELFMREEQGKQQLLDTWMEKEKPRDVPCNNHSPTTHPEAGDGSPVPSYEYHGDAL
# HDAC3 inhib = blocks human histone deacetylase 3. recombinant HDAC3, fluorogenic peptide/trypsin coupled, fluorescence. 320,000 compounds, 0.15% hits. O15379. inhibition, % at 8.3 µM; in the data active means inhibition above about 26%, passing the limit was not always enough; inconclusive means no clear call, values can overlap the other calls
# ANO1 activ = mouse TMEM16A channel activation, primary screen; Q8BHY3; AID 623877; 340,000 compounds, 0.3% hits; HEK293 TMEM16A/YFP-H148Q/I152L, iodide quench fluorescence; active compounds read low; B-score at 10 µM;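 active means fluorescence-ratio B-score plate-corrected deviation score at least 3 library SD below zero, with starting fluorescence score within 5 deviations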;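 further: channel opened by trigger with iodide after compound preincubation; score built on the fluorescence ratio of max minus min over baseline; more negative score means more quench and so TMEM16A activation or potentiation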
# KCNQ1 inh = human KCNQ1 channel inhibition; P51787; CHO-K1 KCNQ1, FluxOR thallium flux fluorescence; active compounds read high; B-score at 10 µM; 310,000 compounds, 1.3% hits;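 active means compounds whose thallium flux B-score, printed positive for inhibition, exceeds three library SD while starting fluorescence stays within three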;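 further: channel opened by potassium depolarization with thallium stimulus after 20 min compound exposure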
# TRPC4 PAM = allosteric potentiators of mouse TRPC4 channel. Q9QUQ5. HEK293 TRPC4beta/mu-opioid, DAMGO EC20, Fluo-4 Ca2+ flux; active compounds read high. B-score at 10 µM. 310,000 compounds, 0.42% hits;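 active means B-score of calcium response area above 5 SD of library B-scores, with initial fluorescence ratio within 5 SD of library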;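 further: B-score of integrated fluorescence ratio over time as area under calcium response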
# KCNK9 block = blocks the human KCNK9 two-pore domain potassium channel; B-score at 10 µM; Q9NPC2; HEK293 KCNK9, FluxOR thallium flux fluorescence; active compounds read low; 310,000 compounds, 1.2% hits; AID 488922;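 active means ratio B-score over 3 SD below the library mean, with starting fluorescence within 5 SD of its mean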;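 further: negative B-score means less thallium flux so channel inhibition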
# KCNQ1 act = human KCNQ1 channel potentiation or activation; P51787; CHO-K1 KCNQ1, thallium flux FluxOR fluorescence; active compounds read high; B-score at 10 µM; 310,000 compounds, 0.35% hits;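 active means fluorescence ratio B-score, a plate-corrected score, at least three library SD, with initial intensity B-score within 5 SD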
#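 Test system: CHO-K1 cells stably expressing KCNQ1 / Medium: assay buffer / Also added: depolarizing K+/Tl+ stimulus, K2SO4 and Tl2SO4 each 12.5 mM in 5x stock / Incubation: 90 min dye loading and 20 min compound exposure, both at room temperature / Signal: thallium influx via FluxOR fluorescence, kinetic imaging / Evaluation: B score of baseline-normalized fluorescence ratio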
# hERG rescue = hERG (human) protection from proarrhythmic block. Q12809. CHO-hERG, FluxOR thallium flux, dofetilide IC70 present. activation (rescue from dofetilide block), less the hit threshold, % at 10 µM. 310,000 compounds, 0.51% hits. AID 1511;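 active means activation above the mean of controls blocked by dofetilide plus 5 SD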;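 further: thallium influx through hERG after potassium depolarization seen as dye fluorescence rise; in these data hits start at about 4.7%; inactives centre near -7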
# The depositor's hits bear a star; i = inactive; ? = inconclusive; nt = no result given.
SMILES,KCNK3 block,DYRK1A inh,TRPC4 agonist,TMEM16A inh,HDAC3 inhib,ANO1 activ,KCNQ1 inh,TRPC4 PAM,KCNK9 block,KCNQ1 act,hERG rescue
CCC(=O)n1nc(-c2ccccc2)nc1NCc1ccccc1,i,-6,i,i,-10,i,i,i,i,i,-7
COc1ccc(C(=O)NC(C)c2ccc(-n3ccnc3)cc2)cc1[N+](=O)[O-] (configuration not stated),i,-4,i,i,-1,i,i,i,i,i,-5
COc1ccc(C(CCN2CCCCC2)c2c(O)cc(OC)cc2OC)cc1 (configuration not stated),i,-7,i,i,1,i,i,i,i,i,-8
CCOCC(=O)Nc1cc(C(=O)Nc2cccc(C)c2C)ccc1Cl,i,-8,i,i,2,i,i,i,i,i,-7
COc1ccc(CN2CCS(=O)(=O)CC2)cc1OC,i,-5,i,i,1,i,i,i,i,i,-3
Cc1c(NC(=O)C(C)Sc2ccccc2)c(=O)n(-c2ccccc2)n1C (configuration not stated),i,-4,i,i,0,i,i,i,i,i,-12
O=C(NCCCO)C(=O)NCCc1ccc(Cl)cc1,i,-10,i,i,-7,i,i,i,i,i,-2
O=C(NCc1ccco1)c1ccccc1-c1ccc(C(F)(F)F)cc1,i,17,i,i,0,i,i,i,i,i,-3
COC1CCN(C(=O)c2ccc3oc(Cc4ccc(Cl)cc4)nc3c2)CC1,i,nt,i,i,-4,i,i,i,i,i,-5
CC(OC(=O)Cc1coc2ccc3ccccc3c12)C(=O)Nc1ncc(Cl)cc1Cl (configuration not stated),i,4,i,i,12,i,i,i,i,i,-3
CC(C)c1nc2cc(C(=O)N3CCNC(=O)C3c3ccc(F)cc3)ccc2o1 (configuration not stated),i,1,i,i,0,i,i,i,i,i,-7
C#Cc1cccc(NC(=O)C2CCN(C(C)=O)CC2)c1,i,-3,i,i,8,i,i,i,i,i,-2
O=C(NCc1cccs1)C1CCN(c2nc3ccccc3o2)CC1,i,4,i,i,4,i,i,i,i,i,-9
COc1cccc(C(=O)NC(=S)Nc2ccc([N+](=O)[O-])cc2C)c1,i,-5,i,i,1,i,i,i,i,i,-10
O=C(O)CC(NC(=O)Cc1ccccc1)c1ccccc1 (configuration not stated),i,nt,i,i,2,i,i,i,i,i,-4
O=C(CSc1nc2ccccc2c(=O)[nH]1)Nc1cccc([N+](=O)[O-])c1,i,-6,i,i,nt,i,i,i,i,i,-6
O=C(O)CSCC(=O)N1N=C2/C(=C/c3ccccc3)CCCC2C1c1ccccc1 (configuration not stated),i,5,i,i,7,i,i,i,i,i,-13
COc1cc(/C=C(/C#N)C(=O)Nc2ccccc2)ccc1OCc1ccc(C(=O)O)cc1,i,-4,i,i,-4,i,i,i,i,i,-3
CCOC(=O)c1ccc(-n2nc(C)cc2C)cc1,i,nt,i,i,-1,i,i,i,i,i,-2
O=C(NCc1ccncc1)c1ccc(Oc2ccccc2)cc1,i,nt,i,i,nt,i,i,i,i,i,-12
CCOC(=O)N1CCN(S(=O)(=O)c2ccc(C(=O)N(CCN(C)C)c3nc4c(C)cccc4s3)cc2)CC1,i,nt,i,i,1,i,i,i,i,i,-13
O=C(COC(=O)C1(c2ccccc2)CC1)N1CCN(c2ccc(F)cc2)CC1,i,4,i,i,0,i,i,i,i,i,4
CCn1c(Cc2cccs2)nnc1SCC(=O)NC(C)(C)C,i,6,i,i,4,i,i,i,i,i,-8
CC(C)(Cl)C1Cc2cc3ccc(=O)oc3cc2O1 (configuration not stated),i,nt,i,i,-4,i,i,i,i,i,-2
N#CC1=C(Nc2ccccc2)SC=C(c2ccc(F)cc2)N=C1N1CCOCC1,nt,nt,i,i,-1,nt,i,i,i,i,-9
CCOc1ccc(S(=O)(=O)NCC2CCCO2)c2ccccc12 (configuration not stated),i,4,i,i,-9,i,i,i,i,i,-6
COc1ccc(C(NC(=O)c2cccc(F)c2)c2ccccc2)cc1 (configuration not stated),i,-1,i,i,3,i,i,i,i,i,-1
Cc1oc2ccc(O)cc2c1C(=O)OC(C)C,i,21,i,i,-1,i,i,i,i,i,-2
COC(=O)c1sc(NC(=O)CSc2nnc(Cn3nnc4ccccc43)n2C)nc1C,i,1,i,i,-3,i,i,i,i,i,-4
O=C(NCc1cn2ccsc2n1)Nc1cccc(Cl)c1,i,12,i,i,1,i,i,i,i,i,-6
COc1ccccc1CC(=O)Nc1ccc(-c2noc(COc3cccc(C)c3C)n2)cc1,i,1,i,i,-1,i,i,i,i,i,-6
Cc1ccc(C(=O)NCc2ccc3c(c2)OCO3)o1,i,-1,i,i,4,i,i,i,i,i,-3
CN(Cc1ccccc1)C(=O)COc1ccc(C(C)(C)C)cc1,i,1,i,i,?,i,i,i,i,i,-3
CC(=O)N(CCS(=O)(=O)c1ccc(Cl)cc1)Cc1cccs1,i,-8,i,i,-10,i,i,i,i,i,-7
O=C(Nc1cccc(S(=O)(=O)N2CCOCC2)c1)c1cnn2c(C(F)F)cc(-c3ccccc3)nc12,i,0,i,i,1,i,i,i,i,i,-13
CN(Cc1nc(-c2cnccn2)no1)Cc1n[nH]c2c1CCCC2,i,-2,i,nt,nt,i,i,i,i,i,-12
O=C(O)C1CCCCC1C(=O)Nc1cnn(Cc2ccccc2)c1 (configuration not stated),i,-6,i,i,-7,i,i,i,i,i,-1
CCCN(CCC)c1c([N+](=O)[O-])c(=O)oc2ccccc12,i,-5,i,i,-2,i,i,i,i,i,-4
CC(=O)c1cccc2c(O)c(C3=Nc4ccccc4C3=O)[nH]c12,i,8,i,i,7,i,i,i,i,i,-8
CCOC(=O)N1CCN(c2c(NCCc3ccc(C)cc3)c(=O)c2=O)CC1,i,-3,i,i,-2,i,i,i,i,i,-7
CO/N=C/NC(=O)c1c(OC)ccnc1Oc1ccc(F)cc1,i,-7,i,i,7,i,i,i,i,i,3
CC(C)Oc1cccc(C(=O)C2CCCN(Cc3cnc(N4CCOCC4)s3)C2)c1 (configuration not stated),i,0,i,i,13,i,i,i,i,i,-15
CCOC(=O)c1ccc(Cn2cnc3ccccc3c2=O)cc1,i,-3,i,i,nt,i,i,i,i,i,-3
O=C(CN1C(=O)/C(=C\c2ccc(C(F)(F)F)cc2)Sc2ccccc21)NCc1ccco1,i,-2,i,i,6,i,i,i,i,i,-8
CC1(C)CC(=O)C2=C(C1)Nc1[nH]n(-c3ccccc3)c(=O)c1C2c1ccc2c(c1)OCO2 (configuration not stated),i,3,i,nt,nt,i,i,i,i,i,-11
Cc1ccc(Nc2nc(C)cs2)cc1,i,4,i,i,1,i,i,i,i,i,-2
O=C(O)c1cccc(N/N=C/c2sc(N3CCOCC3)nc2-c2ccccc2)c1,i,30,i,i,nt,i,i,i,i,i,-15
NS(=O)(=O)c1ccc(CCNC(=S)Nc2ccc(S(N)(=O)=O)cc2)cc1,i,0,i,i,-6,i,i,i,i,i,-14

# Three entries out of the list, sorted by number of heavy atoms, ascending:
SMILES,KCNK3 block,DYRK1A inh,TRPC4 agonist,TMEM16A inh,HDAC3 inhib,ANO1 activ,KCNQ1 inh,TRPC4 PAM,KCNK9 block,KCNQ1 act,hERG rescue
CO/N=C/NC(=O)c1c(OC)ccnc1Oc1ccc(F)cc1,i,-7,i,i,7,i,i,i,i,i,3
O=C(O)C1CCCCC1C(=O)Nc1cnn(Cc2ccccc2)c1 (configuration not stated),i,-6,i,i,-7,i,i,i,i,i,-1
NS(=O)(=O)c1ccc(CCNC(=S)Nc2ccc(S(N)(=O)=O)cc2)cc1,i,0,i,i,-6,i,i,i,i,i,-14

# The results go on.
SMILES,KCNK3 block,DYRK1A inh,TRPC4 agonist,TMEM16A inh,HDAC3 inhib,ANO1 activ,KCNQ1 inh,TRPC4 PAM,KCNK9 block,KCNQ1 act,hERG rescue
Cc1cccc(C(=O)NCCNC(=O)c2ccco2)c1,i,2,i,i,-4,i,i,i,i,i,-6
Cc1nc2cc(-c3cccc(F)c3)nn2c(N2CCN(C(=O)c3ccco3)CC2)c1C,i,-5,i,i,-3,i,i,i,i,i,-7
COc1ccc(Br)cc1/C=N/NC(=O)CNC(=O)C1COc2ccccc2O1 (configuration not stated),i,-2,i,i,-10,i,i,i,i,i,-4
CSc1ccc(CN2C(=O)NC3(CCCCCCC3)C2=O)cc1,i,-7,i,i,-1,i,i,i,i,i,1
Cc1ccc(OCC(=O)NCc2cccnc2)cc1,i,nt,i,i,-1,i,i,i,i,i,-12
O=C(Nc1ccc2oc(-c3cccnc3)nc2c1)c1ccco1,i,3,i,i,-12,i,i,i,i,i,-5
FC(F)(F)c1cc(-c2ccc(Cl)cc2)nc(NCc2cccnc2)n1,i,-5,i,i,1,i,i,i,i,i,-3
CN(C)S(=O)(=O)c1ccc(N2CCCC2)c(C(=O)Nc2ccc(N3CCOCC3)cc2)c1,i,-1,i,i,9,i,i,i,i,i,-6
COc1cc(NS(=O)(=O)c2ccc(NC(=O)COc3ccccc3C)cc2)nc(OC)n1,i,3,i,i,1,i,i,i,i,i,-9
N#Cc1cccnc1Nc1cccc(Cl)c1,i,-1,i,i,4,i,i,i,i,i,-6
CCCC1(C(=O)OCC)NC(c2ccc(OC)cc2OC)C2C(=O)N(c3ccc4c(c3)OCCO4)C(=O)C21 (configuration not stated),i,-1,i,i,8,i,i,i,i,i,-6
Cn1ccnc1SC(=O)N1c2ccccc2Sc2ccccc21,i,nt,i,i,2,i,i,i,i,i,-7
CCOc1ccc(NC(=O)COc2ccc(C(=O)NCCc3ccccc3)cc2)cc1,i,7,i,i,3,i,i,i,i,i,-8
CCCCn1c(SCC(=O)N2CCC(C(=O)OCC)CC2)nc2cc(S(N)(=O)=O)ccc21,i,-6,i,i,8,i,i,i,i,i,-9
COCc1cc(C)nc(NC2CC(C)(C)NC(C)(C)C2)c1C#N,i,4,i,i,-27,i,i,i,i,i,-9
C[C@@H]1CC=C[C@H]2[C@H]1C(=O)N(Cc1ccccc1)[C@H]2c1ccc2ccccc2c1Br,i,5,i,nt,nt,i,i,i,i,i,-27
COc1cccc(C2C([N+](=O)[O-])=C(N)Oc3cc(C)oc(=O)c32)c1 (configuration not stated),i,2,i,i,0,i,i,i,i,i,-6
O=C(NCCCn1ccnc1)C(=O)NCC1OCCN1S(=O)(=O)c1ccc(Cl)cc1 (configuration not stated),i,3,i,i,-1,i,i,i,i,i,-12
O=C(NC(=S)Nc1ccc(CN2CCOCC2)cc1)c1cccc([N+](=O)[O-])c1,i,11,i,i,6,i,i,i,i,i,-6

# Not all compounds are listed. The share of hits here may be higher or lower than overall.
